From PubChem BioAssay
TRPC6 activator: activates the mouse TRPC6 cation channel. Q61143. HEK293-TRPC6 membrane potential dye fluorescence; hits give high values. B-score at 10 µM. 310,000 tested, 0.13% active;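 active = B-score of the integrated fluorescence ratio above library mean plus 3 SD, and starting fluorescence ratio within library mean plus 5 SD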;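 note: higher score means more depolarization so channel activation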
Target sequence (Q61143 whole entry, looked up): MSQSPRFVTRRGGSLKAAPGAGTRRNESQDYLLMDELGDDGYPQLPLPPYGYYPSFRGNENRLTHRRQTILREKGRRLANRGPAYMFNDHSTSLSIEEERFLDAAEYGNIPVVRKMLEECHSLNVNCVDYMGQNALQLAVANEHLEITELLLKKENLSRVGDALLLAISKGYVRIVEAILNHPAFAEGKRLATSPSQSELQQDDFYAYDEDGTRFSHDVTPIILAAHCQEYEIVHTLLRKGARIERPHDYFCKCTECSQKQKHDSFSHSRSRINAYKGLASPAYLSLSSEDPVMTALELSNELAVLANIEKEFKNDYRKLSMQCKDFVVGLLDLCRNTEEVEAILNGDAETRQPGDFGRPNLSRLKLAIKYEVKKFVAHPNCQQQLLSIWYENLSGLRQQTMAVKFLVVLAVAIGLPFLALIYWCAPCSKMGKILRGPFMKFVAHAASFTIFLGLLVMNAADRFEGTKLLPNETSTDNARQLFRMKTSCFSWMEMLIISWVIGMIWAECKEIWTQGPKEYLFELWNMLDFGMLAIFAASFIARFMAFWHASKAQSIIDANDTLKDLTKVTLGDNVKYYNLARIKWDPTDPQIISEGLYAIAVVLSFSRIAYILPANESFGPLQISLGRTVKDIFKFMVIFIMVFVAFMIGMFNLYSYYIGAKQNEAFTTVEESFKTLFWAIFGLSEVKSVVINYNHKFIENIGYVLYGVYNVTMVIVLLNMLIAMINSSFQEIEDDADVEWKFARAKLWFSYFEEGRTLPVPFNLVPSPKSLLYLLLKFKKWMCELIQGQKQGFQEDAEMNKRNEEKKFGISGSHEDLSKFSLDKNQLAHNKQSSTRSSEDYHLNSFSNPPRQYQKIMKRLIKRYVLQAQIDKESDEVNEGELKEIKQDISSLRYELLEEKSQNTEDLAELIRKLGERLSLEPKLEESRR
RGS4 inh: human RGS4 inhibition | 310,000 tested, 0.45% active | B-score at 10 µM | HEK293 M3R/RGS4 inducible, Fluo-4 calcium flux; hits give high values; triggered by carbachol at its EC20;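 active = B-score, a plate-corrected calcium signal, over three deviations above library mean, with baseline fluorescence within five deviations of library mean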;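 note: RGS4 expression induced by doxycycline in cells with stable M3 receptor; B-score is computed from the integrated fluorescence ratio over baseline after carbachol; higher B-score means a larger calcium signal and so more RGS4 inhibition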
Target sequence (P49798 whole entry, looked up): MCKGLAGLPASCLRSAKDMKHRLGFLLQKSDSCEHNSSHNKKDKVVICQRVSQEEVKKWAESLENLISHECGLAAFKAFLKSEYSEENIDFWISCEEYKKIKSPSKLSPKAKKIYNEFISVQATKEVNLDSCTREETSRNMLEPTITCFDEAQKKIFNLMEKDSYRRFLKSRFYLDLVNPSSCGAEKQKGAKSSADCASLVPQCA
MrgX1 PAM: allosterically activates human MrgX1 receptor signaling | Q96LB2 | MrgX1-HEK293, Fluo-4 calcium flux, FDSS; hits give high values | B-score at 10 µM | 310,000 tested, 0.63% active | AID 588675;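 active = plate-corrected calcium response at least 3 library SD above typical, normal starting fluorescence, not activating the receptor alone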;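 note: compound read alongside a low EC10 to EC30 dose of BAM8-22 agonist; peak minus trough fluorescence over baseline measured at the second addition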
RGS4 pot: potentiators or activators of RGS4; B-score at 10 µM; 310,000 tested, 0.92% active; HEK293 M3R/inducible RGS4, carbachol calcium flux Fluo4; hits give low values;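 active = B-score of the integrated calcium signal more than 4 SD below the library mean, with starting fluorescence not abnormally high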;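 note: negative B-score means reduced calcium response which marks RGS4 activation or potentiation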
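Assay system: HEK293 FlpIn-TREx cells, stable M3R, doxycycline-inducible RGS4 / Probe or stimulus: carbachol, ECmax concentration / Times: overnight RGS4 induction, 30 min dye load 37 °C, 20 min compound RT / Signal: kinetic calcium fluorescence imaging with Fluo4-AM dye, 2 µM / Measure: Agonist-evoked peak-minus-minimum fluorescence over baseline, integrated ratio, B score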
MrgX1 antagonist: human MrgX1 receptor antagonism, primary screen. MRGX1-HEK293 calcium flux, Fluo-4, BAM8-22 antagonism; hits give low values. B-score at 10 µM. 310,000 tested, 1.3% active;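 active = calcium-response B-score plate-corrected more than 3 library SD below zero, starting fluorescence within 5 deviations, no agonist response on first addition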;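 note: peak minus trough fluorescence over baseline after final BAM8-22 challenge near maximal dose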
SKKanGAS inh: blocks kanamycin growth of S. pyogenes SKKanGAS strain. AID 1662. BacTiter-Glo, 6 h. 300,000 tested, 1.3% active. inhibition, % at 7.5 µM;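 active = mean replicate score, as percent of positive control median, at least 50; inconclusive = mean below 50 but one replicate at or above 50; inactive = mean and every replicate below 50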;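 note: strain carries kanamycin resistance gene driven by streptokinase promoter and grows in 40 µg/ml kanamycin; loss of luminescence reflects streptokinase promoter inhibition or plain growth inhibition; 0% = median of DMSO wells and 100% = positive control at its reference dose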
TMEM16A act: mouse TMEM16A channel activation, primary screen; 340,000 tested, 0.3% active; HEK293 TMEM16A/YFP-H148Q/I152L, iodide quench fluorescence; hits give low values; Q8BHY3; B-score at 10 µM;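 active = fluorescence-ratio B-score plate-corrected deviation score at least 3 library SD below zero, with starting fluorescence score within 5 deviations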;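 note: channel opened by trigger with iodide after compound preincubation; score built on the fluorescence ratio of max minus min over baseline; more negative score means more quench and so TMEM16A activation or potentiation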
TMEM16A inh: mouse TMEM16A channel inhibition, primary screen; Q8BHY3; HEK293 TMEM16A/YFP iodide influx fluorescence, ionomycin; normalized B-score (activity score, 25-100; higher = stronger inhibition) at 10 µM; 310,000 tested, 1.2% active;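 active = ratio plate-corrected score three or more library SD toward inhibition, starting fluorescence score within five deviations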;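 note: score derived from kinetic fluorescence span divided by baseline fluorescence per well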
TRPC6 inh: blocks the mouse TRPC6 cation channel | Q61143 | HEK293-TRPC6, membrane potential dye, ACh-evoked depolarization; hits give low values | B-score at 10 µM | 310,000 tested, 1.1% active | AID 2553;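 active = B-score under library mean minus 3 SD, initial fluorescence not abnormally high, positive integrated signal ratio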;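 note: B-score derived from integrated fluorescence ratio over the kinetic read; more negative B-score means stronger inhibition of depolarization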
HDAC3 inh: blocks human histone deacetylase 3; O15379; recombinant HDAC3, fluorogenic peptide/trypsin coupled, fluorescence; inhibition, % at 8.3 µM; 320,000 tested, 0.15% active; in the data active = inhibition above about 26%, passing the limit was not always enough; inconclusive = no clear call, values can overlap the other calls
MrgX1 agonist: agonists of human MrgX1 receptor; 310,000 tested, 0.44% active; MrgX1-HEK293 cells, Fluo-4 calcium fluorescence, agonist mode; hits give high values; B-score at 10 µM;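 active = calcium response B-score plate-corrected fluorescence ratio at least 3 library SD, with starting fluorescence B-score inside 5 SD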
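Material – MrgX1-expressing HEK293 cells · Input – 15,000 cells seeded per well · Dosing – compound as first of three additions · Times – overnight seeding, then 1 h dark dye loading · Measured by – kinetic Fluo-4 NW fluorescence of intracellular calcium · Read-out – B-scored fluorescence response ratio · Benchmarks – positive and negative control wells on each plate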
* hit, by the source's call; i = inactive; ? = inconclusive; nt = no result given. No enrichment for hits (roughly 6.7% active in at least one column).

canonical_smiles,TRPC6 activator,RGS4 inh,MrgX1 PAM,RGS4 pot,MrgX1 antagonist,SKKanGAS inh,TMEM16A act,TMEM16A inh,TRPC6 inh,HDAC3 inh,MrgX1 agonist
CCN(C(=O)COC(=O)c1ccccc1Cc1ccccc1)C1CCS(=O)(=O)C1 (stereo not drawn),i,i,i,i,i,-7,i,i,i,-7,i
CC1(C)CC2CC(C)(CN2C(=O)c2ccc([N+](=O)[O-])cc2[N+](=O)[O-])C1 (stereo not drawn),i,i,i,i,i,-15,i,i,i,3,i
COc1cc(C(=O)Oc2cccc(/C=N/NC(=O)c3cccnc3)c2)cc(OC)c1OC,i,i,i,i,i,3,i,i,i,7,i
CCOC(=O)C1CCCN(C(=O)Cn2ncc3c([nH]c4ccccc43)c2=O)C1 (stereo not drawn),i,i,i,i,i,0,i,i,i,-5,i
O=C(CN(c1ccc2c(c1)OCCO2)S(=O)(=O)c1ccccc1)N1CCN(Cc2ccccc2)CC1,i,i,i,i,i,-2,i,i,i,-6,i
Cc1cc(C(=O)Nc2nnc(C(F)(F)F)s2)cs1,i,i,i,i,i,-14,i,i,i,-2,i
O=C1c2ccccc2C(=O)N1CC(=O)N1c2ccccc2Sc2ccc(C(F)(F)F)cc21,i,i,i,i,i,-1,i,i,i,4,i
Cc1cccc(N(C(=O)CNC(=O)c2ccco2)C(C(=O)NCC2CCCO2)c2ccccc2)c1 (stereo not drawn),i,i,i,i,i,8,i,i,i,-2,i
CCOC(=O)c1c(NC(=S)Nc2ccc(OCC)cc2)sc2c1CCN(C)C2,i,i,i,i,i,3,i,i,i,-2,i
CC(C)Oc1ccccc1OCCCCn1cnc2ccccc2c1=O,i,i,i,i,i,-11,i,i,i,5,i
CN(Cc1ccc2nsnc2c1)Cc1nc(Cc2cccc(F)c2)no1,i,i,i,i,i,-6,i,i,i,nt,i
CC1=NN(c2ccccc2)C(=O)C1C(=O)C(=O)Nc1ccc(F)cc1 (stereo not drawn),i,i,i,i,i,3,i,i,i,4,i
O=C(CCl)NC(Cc1c[nH]c2ccc(OCc3ccccc3)cc12)C(=O)O (stereo not drawn),i,i,i,i,i,2,i,i,i,-1,i
CC(C)(C)NC(=O)NC(=O)CN1CCN(S(=O)(=O)c2ccc3c(c2)CCCC3)CC1,i,i,i,i,i,-11,i,i,i,1,i
Cc1cccc(/C=C2/Sc3ccc(C(=O)NCCN4CCCC4)cc3NC2=O)c1,i,i,i,i,i,2,i,i,i,4,i
Brc1ccc(NC(c2ccccc2)c2ccncc2)cc1 (stereo not drawn),i,i,i,i,i,7,i,i,i,3,i
CC(=O)N/C(=C\c1ccccc1)C(=O)OCC(=O)N1CCCCCC1,i,i,i,i,i,6,i,i,i,4,i
COc1ccc(S(=O)(=O)N2CCN(CCc3ccccc3)CC2)c(OC)c1,i,i,i,i,i,1,i,i,i,0,i
O=C(CN1CCOCC1)Nc1ccccc1Sc1ccccc1,i,i,i,i,i,-11,i,i,i,1,i
Cc1ccc(S(=O)(=O)NCCc2nnc3ccc(SCC(=O)Nc4nc(C)cs4)nn23)cc1,i,i,i,i,i,4,i,i,i,1,i
CCOC(=O)c1cc(NC(=O)OC)c(C)nc1C,i,i,i,i,i,5,i,i,i,3,i
Cc1onc(-c2ccccc2Cl)c1C(=O)OCC(=O)Nc1cccc(S(=O)(=O)N(C)C)c1,i,i,i,i,i,0,i,i,i,5,i
CC(C)CNC(=O)C(=O)Nc1ccc(N(C)C)cc1,i,i,i,i,i,1,i,i,i,-3,i
COc1ccc(C/C(N)=N/OC(=O)c2cccs2)cc1,i,i,i,i,i,4,i,i,i,-1,i
COC(=O)[C@H](CCSC)NC(=O)c1cccnc1SC,i,i,i,i,i,-5,i,i,i,-4,i
Cc1ccc(NS(=O)(=O)c2ccc3c(c2)oc(=O)n3C)cc1C,i,i,i,i,i,2,i,i,i,0,i
O=C(NC1CCCC1)C1CCCN1C(=O)Nc1ccccc1Cl (stereo not drawn),i,i,i,i,i,1,i,i,i,5,i
Cc1noc(C)c1C(=O)OCC(=O)Nc1cc(Cl)ccc1Oc1ccccc1,i,i,i,i,i,0,i,i,i,1,i
CC(C)(C)c1cc(NC(=O)c2ccco2)n(-c2ccccc2)n1,i,i,i,i,i,0,i,i,i,-4,i
CCCCN(CC)Cc1ccc(CNC(=O)Nc2ccc(F)cc2)o1,i,i,i,i,i,-1,i,i,i,-1,i

Further compounds:
canonical_smiles,TRPC6 activator,RGS4 inh,MrgX1 PAM,RGS4 pot,MrgX1 antagonist,SKKanGAS inh,TMEM16A act,TMEM16A inh,TRPC6 inh,HDAC3 inh,MrgX1 agonist
CC(=O)c1ccc(NC(=O)c2ccc(CNc3c(N4CCOCC4)c(=O)c3=O)cc2)cc1,i,i,i,i,i,-1,i,i,i,1,i
Cc1ccc(O)c(NC(=O)C2CC(c3c(F)cccc3Cl)=NO2)c1 (stereo not drawn),i,i,i,i,i,9,i,i,i,-3,i
CC(=O)N1c2ccc(S(=O)(=O)N3CCC(C(=O)Nc4cccc(C(F)(F)F)c4)CC3)cc2CC1C (stereo not drawn),i,i,i,i,i,1,i,i,i,0,i
CCOC(=O)C1CCCN(S(=O)(=O)c2ccc3c(c2)C(C)(C)C(=O)N3C)C1 (stereo not drawn),i,i,i,i,i,2,i,i,i,6,i
COc1ccc(-c2cn(/N=C/c3ccc(Cl)cc3Cl)c(N)n2)cc1,i,i,i,i,i,6,i,i,i,1,i
CCN1C(=O)[C@@H]2[C@@H](c3ccc(-c4ccc(F)cc4)c(OC)c3)N3CCCC[C@@]3(C(=O)OC)[C@@H]2C1=O,nt,nt,i,nt,i,nt,i,i,nt,?,i
CCOc1ccc(Oc2nc(Nc3ccc(C)cc3)nc(N(C)C)n2)nn1,i,i,i,i,i,0,i,i,i,4,i
N#Cc1nc(-c2cccs2)oc1NCC1CCCO1 (stereo not drawn),i,i,i,i,i,-3,i,i,i,-330,i
Cc1cc(NC(=O)CCSc2nc(-c3ccco3)cc(C(F)(F)F)n2)no1,i,i,i,i,i,6,i,i,i,0,i
COC(=O)c1sc(NC(=O)CSc2n[nH]c(N)n2)c(C(=O)OC)c1C,i,i,i,i,i,12,i,i,i,2,i
COCCNC(=O)CSc1nc2cc3c(cc2c(=O)n1Cc1ccco1)OCO3,i,i,i,i,i,15,i,i,i,-3,i
O=Cc1cccn1Cc1ccccc1[N+](=O)[O-],i,i,i,i,i,-2,i,i,i,6,i
C=CCNC(=O)/C(=C\c1ccc2c(c1)OCO2)NC(=O)c1ccc(Br)cc1,i,i,i,i,i,-1,i,i,i,1,i
Cc1ccc(N=Nc2c(O)ccc3n[nH]nc23)cc1,i,i,i,i,i,6,i,i,i,11,i
O=C(N1CCOCC1)C12CCC3CC(CC(C3)C1)C2,i,i,i,i,i,6,i,i,i,4,i
COc1ccc(CNc2n[nH]c(NCc3ccc(OC)c(OC)c3)n2)cc1OC,i,i,i,i,i,-3,i,i,i,0,i
COc1ccc2nc(C)c3c(c2c1)OC(C)C3 (stereo not drawn),i,i,i,i,i,2,i,i,-7.5*,-9,i
COc1ccc(C)cc1N(CC(=O)N/N=C/c1ccccc1C(=O)O)S(=O)(=O)c1ccccc1,i,i,i,i,i,3,i,i,i,1,i
Cc1[nH]c(=O)[nH]c(=O)c1S(=O)(=O)N1CCCC(C(=O)NCc2ccc3c(c2)OCO3)C1 (stereo not drawn),i,i,i,i,i,4,i,i,i,-2,i
CC(COc1ccc(/C=C/c2ccccc2)cc1)[N+](C)(C)C (stereo not drawn),nt,nt,i,nt,i,nt,i,i,nt,nt,i
C=CCn1c(=O)n(CCC#N)c(=O)n(CCC#N)c1=O,i,i,i,i,i,-7,i,i,i,3,i
c1ccc(-n2ncc3c(NCCCN4CCOCC4)ncnc32)cc1,i,i,i,i,i,5,i,i,i,-5,i
O=C(Nc1cccc(O)c1)c1cc(-c2ccc3c(c2)OCO3)on1,i,i,i,i,i,16,i,i,i,-3,i
COc1ccc2nc(NC(=O)c3cnccn3)sc2c1,i,i,i,i,i,-9,i,i,i,2,i
CCCCC1=CC2=CC(=O)C(C)(OC(=O)CC)C(=O)C2=CN1C1CCCC1 (stereo not drawn),i,i,i,i,i,7,i,i,i,1,i
Cc1cccc(-n2c(SCC(=O)O)nc3sc4c(c3c2=O)CCC4)c1,i,i,i,i,i,4,i,i,i,4,i
O=C(CCc1nc2ccccc2s1)OCC(=O)N1CCN(C(=O)c2ccco2)CC1,i,i,i,i,i,-9,i,i,i,17,i
CCn1c(SCC(=O)N2CCCC(C)C2)nnc1-c1ccco1 (stereo not drawn),i,i,i,i,i,-8,i,i,i,1,i
O=C(NCc1cccnc1)Nc1cccc(F)c1,i,i,i,i,i,-3,i,i,i,-6,i
Cc1ccc(OCc2cc(C(=O)NC3CCc4ccccc43)no2)cn1 (stereo not drawn),i,i,i,i,-4.7*,-7,i,i,i,-4,i

Other records follow.
canonical_smiles,TRPC6 activator,RGS4 inh,MrgX1 PAM,RGS4 pot,MrgX1 antagonist,SKKanGAS inh,TMEM16A act,TMEM16A inh,TRPC6 inh,HDAC3 inh,MrgX1 agonist
NC(=O)CC(NC(=O)Cc1ccc(Cl)cc1)c1ccc(NC2CCCCCCC2)c([N+](=O)[O-])c1 (stereo not drawn),i,4.7*,i,i,i,11,i,i,i,5,i
O=S(=O)(Nc1ccc2nc(C(F)(F)F)[nH]c2c1)c1ccccc1,i,i,i,i,i,11,i,i,i,4,i
COc1ccccc1C(CNC(=O)CSc1ccc2ccccc2c1)N(C)C (stereo not drawn),i,i,i,i,i,18,i,i,i,9,i
COc1ccc(OCC(=O)NC(CC(=O)O)c2ccc(OC)c(OC)c2)cc1 (stereo not drawn),i,i,i,i,i,-9,i,i,i,-11,i
CC[C@@H](C)[C@H](NC(=O)CCc1c(C)c2cc3c4c(oc3c(C)c2oc1=O)CCCC4)C(=O)O,i,i,i,i,i,29,i,i,i,-8,i
COCCNC(=S)N/N=C(\C)CCc1ccc2c(c1)OCO2,i,i,i,i,i,0,i,i,i,9,i
C=CCn1c(-c2ccoc2C)n[nH]c1=S,i,i,i,i,i,12,i,i,i,-2,i
Cc1c(C(=O)O)cc(C(C)(C)C)n1CCSCCO,i,i,i,i,i,2,i,i,i,-1,i
